# Screening results as filed in PubChem.
# UPR XBP1 act: activators of adaptive arm of unfolded protein response (XBP1); activation, % at 20 µM; AID 463104; CHO-XBP1 luciferase reporter, IRE1-XBP1 UPR activation, luminescence; percent of tunicamycin response, DMSO as zero; hit rate 0.33% among 330,000;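 active = versus positive control, 20 µM dose yields 30% or more activation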;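 also: 100% = tunicamycin at 10 µg/mL and 0% = DMSO only wells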
#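 Test system: CHO-XBP1 luciferase reporter cells | Buffer or medium: Serum-containing F12 medium, 10% FBS | Schedule: 6 h compound exposure at 37 °C, 5% CO2 | Detection: Steady-Glo luciferase glow luminescence, 10 min after reagent addition | Read-out basis: Activation, % of tunicamycin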
# CCR6 antag: antagonists of human CCR6 receptor; P51684; CHO-K1 CCR6 PathHunter beta-arrestin, luminescence, CCL20-stimulated; inhibition, % at 20 µM; hit rate 0.49% among 340,000;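 active = compounds whose inhibition of the agonist-driven luminescence signal at 20 µM reaches about 50%, limit read from the data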;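 also: cells stimulated with CCL20 at 14 nM final; plate controls were DMSO with CCL20 for no effect and DMSO without agonist for full effect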
# Target sequence (P51684 whole entry, looked up): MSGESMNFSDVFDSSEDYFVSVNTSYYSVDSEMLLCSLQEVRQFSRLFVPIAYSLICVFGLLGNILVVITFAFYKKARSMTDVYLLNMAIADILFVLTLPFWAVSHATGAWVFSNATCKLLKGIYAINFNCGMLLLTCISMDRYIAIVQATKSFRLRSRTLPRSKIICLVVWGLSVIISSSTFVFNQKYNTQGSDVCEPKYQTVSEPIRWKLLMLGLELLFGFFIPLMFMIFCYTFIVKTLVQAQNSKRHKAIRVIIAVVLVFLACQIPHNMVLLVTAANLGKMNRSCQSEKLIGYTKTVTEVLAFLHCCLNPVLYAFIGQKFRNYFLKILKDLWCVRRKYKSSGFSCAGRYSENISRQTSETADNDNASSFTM
# UPR CHOP act: apoptotic UPR (CHOP) activation | CHO-CHOP luciferase reporter, luminescence; percent of tunicamycin response over DMSO baseline | activation, % at 10 µM | hit rate 0.34% among 330,000 | AID 449763;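 active = at 10 µM dose, activation of 40% or more, normalized to positive control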;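 also: 100% = tunicamycin at 10 µg/mL and 0% = DMSO alone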
#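 Dosing – one dose, 10 µM in 0.5% DMSO · System – CHO-CHOP cells, stable luciferase reporter of PERK-eIF2a-CHOP signalling · Input – 500 cells/well · Control set – tunicamycin 10 µg/mL final as positive, DMSO-only wells as negative · Timing – 6 h compound treatment, 37 °C · Measure – % activation vs tunicamycin · Technique – luminescence read with Steady-Glo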
# 697 NFkB inh: lowers PMA/ionomycin-induced NF-kB signal in 697 B cells | AID 435022 | 697 B-cell NF-kB luciferase reporter, 16 h | inhibition, % at 4 µM | hit rate 0.33% among 330,000; in the data active = inhibition above about 35%
# EBI2 block: antagonists of human EBI2 receptor; hit rate 0.81% among 360,000; P32249; inhibition, % at 5 µM; EBI2 beta-arrestin recruitment, luminescence, 7a,25-OHC stimulated; in the data active = inhibition above about 38%;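 also: enzyme fragment complementation signal reports receptor beta-arrestin coupling in cells; 0% = agonist plus DMSO wells and 100% = wells without agonist; some results beyond the cut were filed as inactive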
# Target sequence (P32249 whole entry, looked up, the tested form may be a part): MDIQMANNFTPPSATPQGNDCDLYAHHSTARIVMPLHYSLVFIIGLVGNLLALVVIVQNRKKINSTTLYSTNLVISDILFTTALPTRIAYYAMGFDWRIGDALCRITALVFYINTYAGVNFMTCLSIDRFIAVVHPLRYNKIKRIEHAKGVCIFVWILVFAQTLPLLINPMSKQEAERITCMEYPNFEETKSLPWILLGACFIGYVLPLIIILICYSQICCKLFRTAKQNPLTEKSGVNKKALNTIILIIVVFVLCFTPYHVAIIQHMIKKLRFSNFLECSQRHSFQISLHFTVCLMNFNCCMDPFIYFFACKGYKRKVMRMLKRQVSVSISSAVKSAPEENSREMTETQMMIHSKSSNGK
# Mdm2 MdmX PPI: disrupts the human Mdm2-MdmX interaction; O15151+Q00987; SaOS-2 split-luciferase Mdm2/MdmX complementation, luminescence; inhibition, % at 8 µM; hit rate 3% among 330,000; AID 485346;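 active = inhibition of at least 50% at 8 µM in the primary screen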
# Jurkat NFkB inh: inhibitors of the PMA/ionomycin-induced NF-kB reporter in Jurkat cells; hit rate 0.53% among 330,000; inhibition, % at 4 µM; PMA/ionomycin-induced NF-kB luciferase reporter, luminescence; in the data active = inhibition above about 50%
# CXCR6 block: blocks human CXCR6 beta-arrestin recruitment; O00574; CHO-K1 PathHunter CXCR6 beta-arrestin, luminescence; inhibition, % at 20 µM; hit rate 0.36% among 360,000; in the data active = inhibition above about 34%, passing the limit was not always enough;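 also: antagonist mode with CXCL16 agonist at 10 nM final; 0% = 10 nM CXCL16 with DMSO and 100% = unstimulated wells without agonist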
# Gli-Sufu block: Gli-Sufu pathway antagonism; Sufu-KO-LIGHT fibroblasts, Gli luciferase reporter luminescence; hit rate 0.74% among 340,000; inhibition, % at 5 µM;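 active = inhibition above about 55%, limit read from the data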;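 also: 0% = DMSO-treated cells and 100% = wells with medium but no cells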
# Starred values were filed as active, the others as inactive; . = not tested or not shown.
cpd	Molecule	UPR XBP1 act	CCR6 antag	UPR CHOP act	697 NFkB inh	EBI2 block	Mdm2 MdmX PPI	Jurkat NFkB inh	CXCR6 block	Gli-Sufu block
1	C=CCC(COCc1ccccc1)NS(=O)(=O)c1ccccc1Br (stereo unspecified)	1	13	-1.0	8	3	19	-7	9	-1
2	COc1ccc(CCNc2cc(-c3ccccc3)nc3ncnn23)cc1	0	15	-0.3	-18	45*	6	0	-3	-2
3	Cc1ccc(-n2nc3c(c2NC(=O)c2ccco2)CS(=O)(=O)C3)cc1	2	20	-0.6	-25	5	-30	-9	-3	-10
4	O=C(N/N=C/c1cccnc1)c1ccccc1Cl	6	2	3.9	14	1	-29	-6	9	2
5	O=C(O)c1cc(S(=O)(=O)NCCOc2ccccc2)ccc1Cl	-3	7	1.0	2	1	4	7	-8	-17
6	CCN(C[C@H]1N[C@@](C)(C(=O)OC)[C@H]2C(=O)N(Cc3ccccc3)C(=O)[C@@H]12)C(=O)Nc1ccc(C)cc1	-2	-14	-0.2	7	-7	24	-6	-11	-2
7	Cc1[nH]c(-c2ccco2)nc1C(=O)O	4	4	0.7	14	-7	6	3	-3	11
8	COc1cc(C=C2C(=O)OC(C)(C)OC2=O)cc(Cl)c1OCC(=O)Nc1ccccc1	1	1	-2.4	5	-5	29	7	1	-9
9	O=C(Nc1ccccc1-c1nnc(SCc2ccccc2Cl)o1)c1ccccc1	4	4	7.9	-2	14	4	10	-1	-5
10	O=C(Cn1nnc2ccccc21)N/N=C\c1cccs1	-1	3	0.2	-28	-10	-16	6	7	-6
11	O=C(CSc1cn[nH]n1)Nc1ccc(Cl)cc1Cl	-1	-6	0.3	13	-4	-15	19	-2	16
12	CCCc1nc2oc(C(=O)OCC)c(N)c2c2c1COC(C)(C)C2	4	-2	-0.2	17	7	-5	-5	-1	1
13	O=C(CCc1ccccc1)Nc1ccccc1OC(=O)c1ccccc1	.	7	.	.	-9	.	.	6	-7
14	C=CCSC1=C(C#N)C(c2ccccc2C)CC(=O)N1 (stereo unspecified)	-3	20	-1.7	-3	8	-20	-13	12	6
15	c1ccc(N2CCN(c3nc4ccccc4n4cnnc34)CC2)cc1	7	3	1.0	-15	-4	15	-7	5	7
16	COc1c(C)cccc1C(=O)NCCCNC(=O)c1ccc(C)nc1	-6	16	0.3	11	-1	-6	3	-3	12
17	CC(C)(C)NC(=O)CCN(/N=C/c1ccncc1)C1=NS(=O)(=O)c2ccccc21	-4	7	-0.8	-7	5	-11	-18	7	-14
18	COc1ccc(Nc2ncc(C(=O)N3CCN(Cc4ccccc4)CC3)c3ccccc23)cc1	4	-12	2.1	-1	-14	24	3	1	99*
19	CS(=O)(=O)c1cccc(-c2nnc(NC(=O)C3=COCCO3)o2)c1	-4	-2	2.4	0	1	12	4	7	2
20	CN1CCN(C(=O)C2CCN(S(=O)(=O)c3cnc[nH]3)CC2)CC1	-3	-15	0.1	12	-4	9	-4	-8	-1

# Values in list order from the list.
# Entries 17–20 in Gli-Sufu block: -14, 99*, 2, -1

# More structures follow:
cpd	Molecule	UPR XBP1 act	CCR6 antag	UPR CHOP act	697 NFkB inh	EBI2 block	Mdm2 MdmX PPI	Jurkat NFkB inh	CXCR6 block	Gli-Sufu block
21	CC(=O)Nc1ccc(NC(=O)COC(=O)c2c3c(nc4ccccc24)CCN(Cc2ccccc2)C3)cc1	5	-2	4.4	1	-34	51*	16	-12	7
22	O=C(CNC(=O)c1ccc(Br)o1)Nc1cccc(-c2cnc3ccccc3n2)c1	10	-11	-1.1	-14	-7	-10	14	-2	-2
23	C=CCNC(=S)Nc1ccccc1	-3	-7	0.3	-5	-1	10	-18	6	-1
24	Cn1cc(/C=N/n2cnc3scc(-c4ccc(Cl)cc4)c3c2=O)c2ccccc21	7	1	1.4	19	2	73*	62*	5	28
25	Cc1nc2ccccc2[nH]c1=O	-4	9	-0.4	14	-2	-9	-1	6	-17
26	CCOc1cc(CNc2ccc(N(C)C)cc2)cc(Br)c1OCC(=O)NC(C)(C)C	2	7	-1.6	-91	-14	8	-67	-9	12
27	Cc1ccc(C)c(N2CCN(C(=O)CCc3nc(-c4ccccc4)no3)CC2)c1	1	24	6.1	-1	1	1	.	3	-5
28	CC[C@]12c3[nH]c4ccc(OC)cc4c3CCN1C(=O)C(CC(=O)NCCC1=CCCCC1)C[C@@H]2C(=O)N1CCN(C(=O)C2CC2)CC1 (stereo partly specified)	1	21	4.5	9	-3	34	.	-2	-2
29	CC[C@@H](Nc1ncnc2c1oc1ccccc12)C(=O)O	-2	0	2.5	6	-6	31	13	-10	-2
30	O=C(C[C@H]1C/C=C\C[C@H](NC(=O)OCC2c3ccccc3-c3ccccc32)C(=O)OC[C@@H]2CCCN2C1=O)N[C@H](CO)Cc1ccccc1	-3	-13	0.3	-9	-7	10	1	-20	50
31	C/C(CC(=O)Nc1ccccn1)=N\NC(=O)c1ccncc1	-2	.	2.6	1	.	8	11	.	.
32	CCN(CC)CCCn1c2c(c(SCC(=O)Nc3cccc(C(C)=O)c3)nc1=O)CCC2	-1	0	-0.2	-18	-1	-12	-10	2	10
33	Cn1c(CNC(=O)CCNC(=O)c2cccc(Br)c2)cc(=O)n(C)c1=O	-1	4	0.5	-9	-1	3	6	-7	-8
34	Cc1onc(-c2c(F)cccc2Cl)c1C(=O)c1ccc(F)cc1	-2	8	-0.7	17	2	12	9	7	-1
35	Cc1ccc(S(=O)(=O)N2CCCCC2CCNC(=O)C(=O)NC2CCCC2)cc1 (stereo unspecified)	-4	19	1.2	12	-2	-9	8	6	44
36	Cc1ccccc1NC(=O)C1c2cccc[n+]2CC(=O)N1c1c(C)cccc1C (stereo unspecified)	-1	-10	2.9	4	-4	-4	-6	-2	1
37	O=C(O)COc1ccccc1O	0	0	-2.2	4	-3	-20	-10	-6	1
38	CC(=O)N1CCN(S(=O)(=O)c2cccc(C(=O)NCCc3ccc(Cl)cc3)c2)CC1	-1	7	2.5	7	-6	12	2	-16	4
39	CN(Cc1ccco1)C(=O)C1CCCN(c2ncnc3c2nc2n3CCCCC2)C1 (stereo unspecified)	-2	20	0.9	3	-17	14	-16	5	8
40	Cc1ccc(CC(=O)O/N=C(\N)c2cccc([N+](=O)[O-])c2)cc1	-1	-6	0.1	10	-11	-23	1	-8	-9

# Entries listed above marked active in Mdm2 MdmX PPI.
nr | Compound | UPR XBP1 act | CCR6 antag | 697 NFkB inh | EBI2 block | Mdm2 MdmX PPI | Jurkat NFkB inh | CXCR6 block
21 | CC(=O)Nc1ccc(NC(=O)COC(=O)c2c3c(nc4ccccc24)CCN(Cc2ccccc2)C3)cc1 | 5 | -2 | 1 | -34 | 51* | 16 | -12
24 | Cn1cc(/C=N/n2cnc3scc(-c4ccc(Cl)cc4)c3c2=O)c2ccccc21 | 7 | 1 | 19 | 2 | 73* | 62* | 5

# (next part)
cpd	Molecule	UPR XBP1 act	CCR6 antag	UPR CHOP act	697 NFkB inh	EBI2 block	Mdm2 MdmX PPI	Jurkat NFkB inh	CXCR6 block	Gli-Sufu block
41	C/C(=N/NS(=O)(=O)c1ccc(F)cc1)c1ccc(NC(=O)c2ccc(C)o2)cc1	1	9	1.0	-7	-2	-22	-5	-2	-16
42	CC(C)c1ccc2oc(=O)cc(CN3CCOCC3)c2c1	-3	8	0.3	-14	-6	12	-3	-4	23
43	CCN(c1ccc2c(c1)OCO2)S(=O)(=O)c1cc2c(cc1Br)CCN2C(=O)C1CC1	.	16	.	.	1	.	.	-2	4
44	O=C(CSc1nc2ccccc2o1)N1CCOCC1	-4	-2	0.2	-19	-8	-1	-20	8	-2
45	COc1ccccc1NC=C1C(=O)OC(C)(C)OC1=O	5	-14	1.1	4	-28	13	7	0	-1
46	CCOC(=O)c1nn(-c2ccccc2F)c2nc(-c3ccco3)c(C#N)c(=O)n12	-3	3	-0.9	-2	8	23	13	0	4
47	CNC(=O)c1[nH]nc2c1CCc1cc(OC)ccc1-2	-5	0	2.8	-34	-15	-19	-49	-9	-25
48	CCC(Sc1nc2ccccc2c(=O)[nH]1)C(=O)Nc1ccc(C(C)=O)cc1 (stereo unspecified)	2	5	1.8	-54	-3	-9	-52	-13	-28
49	COC(=O)[C@]1(C)N[C@H](CN(C)S(=O)(=O)c2ccc(C(F)(F)F)cc2)[C@@H]2C(=O)N(C)C(=O)[C@@H]21	-1	-5	-0.2	1	-3	13	-1	-9	-8
50	COCC1CCN(Cc2c(C(=O)N3CCc4ccccc4C3)nc3ccc(Cl)cn23)C1 (stereo unspecified)	-4	2	0.0	27	5	19	-1	8	18
51	NC(=S)N/N=C/c1ccccc1O	1	2	-1.5	-7	-3	5	0	9	-4
52	CCn1c(Cc2ccccc2)nnc1SCC(=O)NC1CC1	1	1	0.2	0	9	3	3	-6	12
53	CSc1ccc(CN(C)C(=O)C(Cc2ccccc2)NC(=O)c2ccccc2)cc1 (stereo unspecified)	-5	8	1.7	3	-11	23	-4	4	7
54	CCc1cc(=O)[nH]c(SC/C=C/c2ccccc2)n1	0	7	-0.7	-4	7	15	-5	-6	6
55	Nc1ncnc(N2CCOCC2)c1N	0	11	-0.5	12	-7	0	13	-2	-15
56	NC(=O)c1ccc(NC(=O)COc2cccc3ccccc23)cc1	-4	-3	1.1	5	-4	5	4	-12	-4
57	CCCc1c(C(=O)O)cnn1-c1ccc(Cl)cc1	1	-8	1.3	2	-4	20	11	-4	3

# A draw from above in order of molecular weight, low to high.
cpd	Molecule	UPR XBP1 act	CCR6 antag	UPR CHOP act	697 NFkB inh	EBI2 block	Mdm2 MdmX PPI	Jurkat NFkB inh	CXCR6 block	Gli-Sufu block
51	NC(=S)N/N=C/c1ccccc1O	1	2	-1.5	-7	-3	5	0	9	-4
45	COc1ccccc1NC=C1C(=O)OC(C)(C)OC1=O	5	-14	1.1	4	-28	13	7	0	-1
42	CC(C)c1ccc2oc(=O)cc(CN3CCOCC3)c2c1	-3	8	0.3	-14	-6	12	-3	-4	23
41	C/C(=N/NS(=O)(=O)c1ccc(F)cc1)c1ccc(NC(=O)c2ccc(C)o2)cc1	1	9	1.0	-7	-2	-22	-5	-2	-16
